# Screening data: PubChem BioAssay, several laboratories
# Hep lipid drop: inhibitors of hepatocyte lipid droplet formation, primary screen, imaging, high-throughput imaging, BODIPY stain. AML12 mouse hepatocytes, oleate lipid droplets. inhibition, % at 6.5 µM. actives 0.4% (n = 240,000). AID 1656, 2009;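 active = lipid droplet intensity inhibited by at least 50%, with more than 500 cells counted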
#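 Assay system: AML12 hepatocytes (mouse); Probe or stimulus: oleic acid at 100 µM to induce lipid droplet formation; Dosing: compound at 6.5 µM only; Schedule: compound with oleate, overnight; Detection: fluorescence imaging, 20x objective, two fields per well; Measure: % inhibition of lipid droplet signal.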
# TNAP activators: human TNAP enzyme activators, primary screen, biochemical, luminescent, no phosphate acceptor, uHTS (AID 1001). Alkaline phosphatase, tissue-nonspecific isozyme (Homo sapiens). purified TNAP, luminescent activation assay, no phosphate acceptor; higher activation fold means a stronger effect. activation fold at 20 µM, or EC50 in µM where a hit was titrated. actives 0.03% (n = 200,000); in the data active = activation fold from about 3, or a potency from the dose series; inactive = the rest, 99 in 100 with activation fold below about 1.6; note: many of its hits are not listed in these tables
# b-catenin transl: modulators of beta-catenin nuclear translocation, primary screen, imaging, HeLa cells, immunofluorescence, high-content; nuclear translocation activity, % at 5 µM; actives 0.3% (n = 190,000); AID 1665, 2009;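 active = nuclear translocation activity above 50% at 5 µM, with a well cell count of 50 or more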;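 note: per-cell ratio of nuclear to cytoplasmic median beta-catenin stain intensity; plate controls were DMSO negative control for no effect and GSK-3 inhibitor IX positive control for full effect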
#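 Test system: HeLa cells, endogenous beta-catenin; Compound: single 5 µM dose plus 0.02–20 µM confirmation series; Times: compound exposure 24 h at 37°C; Signal: fluorescence imaging of beta-catenin antibody stain plus DAPI; Read-out: % activation, nuclear-to-cytoplasmic median beta-catenin signal ratio per cell.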
# human PMI inhibition: inhibitors of human PMI, primary screen, biochemical, fluorescence intensity, coupled assay (AID 1209); Mannose-6-phosphate isomerase (Homo sapiens); purified PMI enzyme, coupled fluorescence intensity; higher % means a stronger effect; inhibition, % at 20 µM; hits with a dose series show IC50 in µM; actives 0.42% (n = 190,000);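 note: plate controls were DMSO vehicle for no effect and wells lacking substrate for full effect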
# Ins promoter up: insulin promoter activators in MIN6 cells, imaging, high-content screening, mouse beta cells. MIN6 insulin promoter-GFP reporter; stronger effect = higher value. z-score at 5 µM. actives 0.3% (n = 190,000). AID 1625, 2009;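 active = z-score above 3 at 5 µM with at least 500 cells counted in the well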
# T cell HTS: modulators of CD8 T cell-vesicle binding, primary screen, mouse 2C CD8+ T cells, flow cytometry | 2C CD8+ T cell-vesicle binding; stronger effect = lower value | calls only at 7 µM | actives 0.068% (n = 330,000);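 active = response, share of CD8 T cells binding vesicles, and their 90th percentile fluorescence all below set limits, cut at about 80% in these data, passing the limit was not always enough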
#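 incubation = binding step 1.5 h, 37 °C, antibody labelling 20 min, ice | test system = 2C mouse CD8+ T cells | read-out basis = percent CD8+ FL2 mean versus row control | controls = Peptide-free naked vesicles (low) and QL9 vesicles with 0.7% DMSO vehicle (high) | detection = flow cytometry of vesicle-bound cells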
# PMI inhibition: human PMI inhibitors, high substrate, primary screen, biochemical, fluorescence intensity, high mannose 6-phosphate (AID 1220). Mannose-6-phosphate isomerase (Homo sapiens). recombinant PMI enzyme, coupled fluorescence intensity; higher % means a stronger effect. inhibition, % at 20 µM; hits with a dose series show IC50 in µM. actives 0.66% (n = 190,000)
# Autophagy HCS: autophagy modulators in MEF cells, primary screen, imaging, high-content, MEF GFP-LC3. calls only at 10 µM (by protocol). MEF GFP-LC3 puncta imaging; test concentration mostly 10 µM. actives 0.98% (n = 190,000). AID 463193, 2010;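 active = percentage of spot-positive cells more than 3 SD above its plate mean, without a fluorescence outlier flag or 80% toxicity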;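 note: spot-positive cell cutoff set from DMSO-treated cells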
# MT stabilize HCS: microtubule stabilizers in HeLa cells, primary screen, imaging, high-content imaging; HeLa tubulin immunostaining HCS, 24 h; share of cells brighter than vehicle mean+2SD; % tubulin-high responders, % at 10 µM; actives 0.83% (n = 200,000); AID 2205, 2009;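 active = plate Z-score above 3 for both tubulin-high and condensed-nucleus cell shares, with cell loss under 80%, at 10 µM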;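 note: anti alpha tubulin signal scored within the nucleus-defined area of each cell; some results filed as inactive read as strong as hits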
# Ins promoter up cell count: further read-out of Ins promoter up, marked with its call; cell count; measured here: cytotoxicity, nuclei count;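 total cells summed across four imaged fields per well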
# Hep lipid drop cells 6.5 µM: also measured in Hep lipid drop; calls as there; cell count; measured here: cell count, cytotoxicity flag;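 cells counted across two imaged fields per well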
# b-catenin transl cell count 5 µM: also measured in b-catenin transl; calls as there; cell count; measured here: cell count, cytotoxicity flag
# T cell HTS vesicle-bound %: second read-out of T cell HTS, no call of its own (marks repeat the call); double positive events, %; measured here: CD8+ vesicle-bound cell fraction;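 binding gate set so that unloaded-vesicle control wells show 10% double positive cells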
# MT stabilize HCS Hoechst-high %: recorded beside MT stabilize HCS, whose call it bears; % Hoechst-high responders; measured here: nuclear condensation Hoechst responders;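 share of cells brighter than vehicle mean plus two SD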
# MT stabilize HCS cytotoxicity %: further read-out of MT stabilize HCS, marked with its call; toxicity, %; measured here: cytotoxicity by cell density;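 0% = mean cell density of plate MIN control wells and 100% = no cells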
# Autophagy HCS cell loss 18 h: recorded beside Autophagy HCS, whose call it bears; toxicity, %; measured here: cell loss, nuclei count;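 cell loss after 18 h compound exposure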
# * = called active by the depositor; i = inactive; . = no result given. Cut-off read from the data, not from the text of the source, unless noted: active = inhibition above about 50%; inactive = the rest. Rows were taken by chance; 2.9% or so of the library scored in one or more.
SMILES,Hep lipid drop,Hep lipid drop cells 6.5 µM,TNAP activators,b-catenin transl,b-catenin transl cell count 5 µM,human PMI inhibition,Ins promoter up,Ins promoter up cell count,T cell HTS,T cell HTS vesicle-bound %,PMI inhibition,Autophagy HCS,Autophagy HCS cell loss 18 h,MT stabilize HCS,MT stabilize HCS Hoechst-high %,MT stabilize HCS cytotoxicity %
Cc1cc(N2CCN(C(=O)c3ccco3)CC2)n2nc(C)c(-c3ccc(Cl)cc3)c2n1,.,.,1.1,-3.7,981,20%,.,.,.,.,16%,.,.,.,.,.
CCCCC(=O)NC1=C(C(=O)OC)SCC1,-13,559,1,-1.0,1021,-33%,0.04,1430,i,40,-3%,i,4,4.1,1.6,3.8
CCc1nnc(NC(=O)c2cccs2)s1,.,.,1.1,.,.,-10%,-0.71,862,i,22,-8%,i,3,6.4,2.8,6.5
CC(C)CN(C(=O)COC(=O)Cc1n[nH]c(=O)c2ccccc12)C1CCS(=O)(=O)C1 (stereo not given),14,747,1.1,2.6,1218,0%,-0.2,1297,i,58,-12%,i,-1,3.1,1.7,9.6
CCOC(=O)c1c(C)[nH]c(C)c1C(=O)CSc1nnnn1-c1ccccc1,-5,727,1.1,-0.7,1201,6%,-0.18,971,i,57,3%,i,8,1.0,1.8,7.9
COc1ccc(/C=N/Nc2nc3ccccc3o2)cc1OC,12,701,0.8,-2.8,1216,1%,-0.44,976,i,7,-3%,i,-7,2.6,2.0,9.6
COc1ccc(OC)c(N=C(N)N=C(N)N)c1,.,.,1.1,-0.3,1515,3%,-0.35,1482,i,30,1%,i,30,3.3,2.2,6.0
CCC(=O)Nc1cc(C(=O)OCC(=O)c2ccc(Cl)cc2Cl)ccc1C,.,.,1.1,1.6,1312,-2%,0.17,1646,i,36,1%,i,7,2.6,1.3,6.5
COc1ccc(C(=O)Nc2ccc(C)c(S(=O)(=O)N3CCCCCC3)c2)cc1,-11,658,1.1,1.1,1144,20%,-0.21,1250,i,24,20%,i,17,2.3,0.9,6.5
Nc1nc(SCC(=O)NCc2ccccc2)n[nH]1,.,.,1.1,-4.1,839,-9%,0.57,1153,i,4,-10%,i,-18,1.9,2.3,12
CCOC(=O)N1CCN(C2CC(=O)N(c3ccc(C)cc3)C2=O)CC1 (stereo not given),-6,775,1.1,-1.2,1040,10%,0.03,1318,i,44,6%,i,-7,1.2,0.1,39
CCCCCCn1c(=O)c(Cc2ccccc2)c(O)c2ccccc21,-2,707,1.2,-0.4,1073,-1%,-0.76,1211,i,56,6%,i,-2,2.4,1.9,5.9
CC(C)(C)CC(C)(C)NC(=O)c1ccccc1,-10,597,1.1,0.5,1509,-1%,0.05,1507,i,4,3%,i,-2,1.9,2.8,8.8
COc1ccc(C(C)(C)C)cc1NC(=O)COC(=O)c1ccc([N+](=O)[O-])o1,0,708,0.9,1.8,1073,9%,0.4,1194,i,63,29%,i,-3,2.5,1.2,4.9
CCN=C1SC(C(=O)Nc2ccc(OCC)cc2)CC(=O)N1CC (stereo not given),-4,699,1,-1.8,1077,-5%,-1,1345,i,50,6%,i,19,1.1,1.0,6.2
CC(C)c1cccc(C(C)C)c1NC(=O)CNCc1ccccc1F,4,574,1.1,.,.,-4%,0.87,1326,i,14,-15%,i,-6,1.3,3.3,11
Cc1ccc(C)c2[nH]c(=O)c(CN(Cc3cccnc3)C(=S)NCc3ccco3)cc12,4,710,.,-1.9,1317,.,-0.32,1006,i,42,.,.,.,.,.,.
COc1cc(SC)ccc1C(=O)NCCN1CCOCC1,15,694,.,-1.9,1128,.,0.19,1413,i,55,.,.,.,.,.,.
O=C1CC(Sc2nnnn2C2CCCCC2)C(=O)N1c1ccccc1 (stereo not given),-2,745,1.1,-2.1,1190,-10%,0.42,1130,i,54,-16%,i,2,2.1,2.5,5.4
COc1cccc(CN(C)CC(=O)Nc2ccccc2N2CCOCC2)c1OC,-22,673,1.1,-0.5,930,-1%,0.57,1630,i,24,0%,i,-8,3.2,1.5,0.0
COc1ccc(C(=O)N2N=C3CC(C)(C)OCC3C2c2ccccc2)cc1 (stereo not given),12,604,1,-1.2,970,14%,-0.21,2215,i,8,-1%,i,7,3.5,2.4,1.3
Cc1nn(C(C)C(=O)Nc2sc3c(c2C#N)CCCC3)c(C)c1[N+](=O)[O-] (stereo not given),.,.,1,-1.5,1453,-1%,-0.17,1417,i,11,5%,i,-28,2.3,1.5,4.2
CSc1cc(-c2ccc(Cl)cc2)c(C(=O)NN)s1,.,.,1,.,.,-12%,.,.,i,42,-4%,i,24,1.3,2.0,7.8
CCC(C)c1ccc(C2C3=C(Nc4nc(N)[nH]c(=O)c42)c2ccccc2C3=O)cc1 (stereo not given),1,720,.,-1.3,1093,.,-0.31,1403,i,25,.,.,.,.,.,.
COc1ccc(CN(CC2CCCO2)C(=O)CN2C(=O)COc3ccccc32)cc1OC (stereo not given),-4,718,1,1.0,982,-18%,.,.,i,26,-17%,i,-1,3.9,2.5,4.1
O=C(CCCCCNC(=O)c1ccccc1)N/N=C/c1ccco1,4,661,1,-2.4,1078,-13%,-0.37,1239,i,58,-4%,i,-10,1.7,2.4,6.8
N=c1c(C(=O)NCc2ccc(F)cc2)cc2c(=O)n3ccccc3nc2n1Cc1cccnc1,.,.,1,.,.,-12%,-0.49,962,i,13,-3%,i,-6,0.8,1.3,7.2
CS(=O)(=O)N(CC(=O)Nc1cccc([N+](=O)[O-])c1)c1ccccc1,-6,736,1.1,-0.1,1509,6%,.,.,i,9,9%,i,12,3.9,2.6,7.6
C#CCn1c(-c2cccs2)nc2ccccc21,-3,714,1.1,0.3,1523,.,0.37,1290,i,5,.,i,-11,2.7,1.9,2.6
Cc1cc(C)n(-c2nnc(C)n2/N=C/c2ccc(O)cc2)n1,1,690,1,-0.6,1449,7%,0.49,1417,i,37,6%,i,5,.,.,.
CC1CCc2c(sc(NC(=O)C(=O)NCc3ccco3)c2C#N)C1 (stereo not given),-1,780,1,.,.,4%,-0.71,932,i,14,1%,i,-3,1.5,1.3,12
Cc1noc(NS(=O)(=O)c2ccc(N/C=C/C(=O)c3ccccc3)cc2)c1C,-1,764,1.1,-2.4,1194,4%,0.44,853,i,11,-1%,i,-5,1.8,0.8,4.0
O=C(CCC(=O)N(CC(=O)NC1CCCCC1)Cc1cccs1)Nc1nccs1,-3,724,.,-1.0,1364,.,-0.94,1076,i,50,.,.,.,.,.,.
Cc1c(C2C(C#N)=C(N)N(c3ccccc3C#N)C3=C2C(=O)CCC3)cnn1C (stereo not given),-2,700,1.1,2.1,920,13%,0.09,1313,i,35,38%,i,-6,1.4,2.3,6.2
Cc1ccc(C)n1NC(=O)c1ccccc1[N+](=O)[O-],1,613,1,0.2,1522,11%,1.1,1328,i,34,11%,i,5,1.8,3.0,14
COc1ccc(NC(=O)CCNS(=O)(=O)c2ccc(Br)s2)cc1,.,.,1,.,.,-9%,.,.,i,25,-4%,i,11,3.6,1.6,10
COc1ccc(OC)c(-c2nc3c(C)n[nH]c(=O)c3[nH]2)c1,12,731,1.1,.,.,28%,0.4,1248,i,36,25%,i,8,5.6,1.8,7.0
CCOc1cccc2cc(C(=O)Nc3nccs3)c(=O)oc12,.,.,1,0.3,963,3%,-0.84,1424,i,37,6%,i,6,2.7,2.9,12
C#CCSc1nnc(-c2ccc(C)cc2)o1,3,753,1.1,.,.,4%,.,.,i,53,1%,i,6,2.8,1.6,0.1
CC(=O)NC1C(=O)N(CCc2ccccc2)c2ccc(Br)cc21 (stereo not given),.,.,0.8,.,.,-50%,-0.2,840,.,.,-74%,i,7,1.0,2.1,11
COc1ccccc1NC(=S)N=Nc1c(O)[nH]c2ccc(Br)cc12,-4,624,.,-1.0,1140,.,-1.2,1121,i,44,.,.,.,.,.,.
CC1=NN(c2nc(-c3ccccc3)cs2)C(=O)C1N=Nc1ccccc1 (stereo not given),32,696,1.2,0.2,1151,0%,0.46,1199,i,3,-1%,i,35,3.2,3.0,3.0
COc1cc(C(=O)Nc2nc3ccc(S(=O)(=O)N4CCOCC4)cc3s2)cc(OC)c1OC,-5,679,1.1,.,.,5%,.,.,i,52,-3%,i,5,1.0,2.6,7.1
Cc1ccc(-n2nnc3c(=O)oc4ccccc4c32)cc1,.,.,1,.,.,-13%,.,.,i,21,-5%,i,-5,2.1,1.8,5.4
COc1cccc(-c2nnc(NC(=O)Cc3cccs3)s2)c1,-22,527,1.1,-1.2,1111,-3%,0.83,1080,i,47,-18%,i,-12,2.9,1.8,8.1
CCCCCC(=O)N/N=C(\C)c1ccc(N2CCCCC2)cc1,1,692,1,-3.4,579,-4%,0.31,1167,i,41,-14%,i,-3,2.3,3.9,8.2
O=C(COc1ncnc2ccccc12)Nc1ccc(Cl)c(S(=O)(=O)N2CCOCC2)c1,-8,707,.,0.3,1343,.,0.21,1094,i,62,.,.,.,.,.,.

# In a second layout: entries from further up
# Each structure is followed by: Hep lipid drop | Hep lipid drop cells 6.5 µM | TNAP activators | b-catenin transl | b-catenin transl cell count 5 µM | human PMI inhibition | Ins promoter up | Ins promoter up cell count | T cell HTS | T cell HTS vesicle-bound % | PMI inhibition | Autophagy HCS | Autophagy HCS cell loss 18 h | MT stabilize HCS | MT stabilize HCS Hoechst-high % | MT stabilize HCS cytotoxicity %
CCOc1cccc2cc(C(=O)Nc3nccs3)c(=O)oc12
 : . | . | 1 | 0.3 | 963 | 3% | -0.84 | 1424 | i | 37 | 6% | i | 6 | 2.7 | 2.9 | 12
CC(=O)NC1C(=O)N(CCc2ccccc2)c2ccc(Br)cc21 (stereo not given)
 : . | . | 0.8 | . | . | -50% | -0.2 | 840 | . | . | -74% | i | 7 | 1.0 | 2.1 | 11
